# TcdB GH inh: blocks C. difficile toxin B glycohydrolase activity | P18177 | TcdB glycohydrolase enzymatic assay, plate reader | inhibition, % at 9.99 µM | 350,000 compounds, 0.24% hits | AID 652162; in the data active = inhibition above about 10%
# Numbers without * were called inactive; & = joins results of further samples. This is a subset, so the mix of outcomes need not match the whole.
SMILES,TcdB GH inh
COc1ccccc1-c1ccc2c(c1)O[C@@H](CN(C)C(=O)Nc1cccc(F)c1)[C@H](C)CN([C@@H](C)CO)S2(=O)=O,-0.1
COc1ccccc1NC(=O)N[C@@H]1CC[C@@H](CCNC(=O)c2ccc3c(c2)OCO3)O[C@H]1CO,-1.9
COc1cccc(C#Cc2cnc3c(c2)C(=O)N([C@H](C)CO)C[C@@H](C)[C@@H](CN(C)C)O3)c1,0.7
COc1cccc(-c2ccc([C@H]3[C@H](CO)N4CCCCN(CC5CCOCC5)C[C@@H]34)cc2)c1,0.5
C[C@@H]1CN([C@@H](C)CO)C(=O)c2cc(C#CC3CC3)cnc2O[C@H]1CN(C)C(=O)c1ccccc1,-0.6
COc1ccc(S(=O)(=O)Nc2ccc3c(c2)CC(=O)N([C@H](C)CO)C[C@@H](C)[C@H](CN(C)Cc2ccc(Cl)c(Cl)c2)O3)cc1,1.2
C[C@@H]1CN([C@H](C)CO)C(=O)c2cc(NS(=O)(=O)c3cn(C)cn3)ccc2O[C@@H](C)CCCCO[C@H]1CN(C)CC1CCCCC1,-2.1
COc1ccccc1-c1ccc([C@@H]2[C@@H](C#N)N(C(=O)c3cccnc3)[C@@H]2CO)cc1,1.5
O=C(Nc1ccc(F)cc1)N[C@@H]1C=C[C@H](CC(=O)N2CCCCC2)O[C@H]1CO,-2.3
C[C@H]1CN([C@@H](C)CO)C(=O)c2ccccc2-c2ccccc2CO[C@@H]1CN(C)Cc1ccc(C(F)(F)F)cc1,1.3
CC(=O)N(C[C@@H]1N[C@@H](CO)[C@H]1c1ccc(-c2ccc(F)cc2)cc1)C(C)C,-0.9
O=C(CCN1CCCCC1)NCC[C@H]1CC[C@@H](NC(=O)C2CCC2)[C@@H](CO)O1,-0.9
CO[C@H]1CN(C)C(=O)c2cc(C#N)ccc2OCC[C@@H]2CC[C@@H](OC)[C@H](CN(C)C(=O)[C@H]1C)O2,0.5
C[C@H](O)C#Cc1cnc2c(c1)C(=O)N([C@H](C)CO)C[C@@H](C)[C@H](CN(C)C(=O)c1ccc(F)cc1)O2,-0.9
COc1ccc(NC(=O)N(C)C[C@@H]2Oc3c(NS(=O)(=O)c4cccs4)cccc3C(=O)N([C@H](C)CO)C[C@@H]2C)cc1,0.1

# Four of the compounds above, with tabs.
compound	TcdB GH inh
C[C@H]1CN([C@@H](C)CO)C(=O)c2ccccc2-c2ccccc2CO[C@@H]1CN(C)Cc1ccc(C(F)(F)F)cc1	1.3
COc1ccccc1-c1ccc([C@@H]2[C@@H](C#N)N(C(=O)c3cccnc3)[C@@H]2CO)cc1	1.5
COc1ccc(S(=O)(=O)Nc2ccc3c(c2)CC(=O)N([C@H](C)CO)C[C@@H](C)[C@H](CN(C)Cc2ccc(Cl)c(Cl)c2)O3)cc1	1.2
COc1ccccc1NC(=O)N[C@@H]1CC[C@@H](CCNC(=O)c2ccc3c(c2)OCO3)O[C@H]1CO	-1.9

# 5 compounds drawn at random from the list so far:
SMILES,TcdB GH inh
COc1cccc(C#Cc2cnc3c(c2)C(=O)N([C@H](C)CO)C[C@@H](C)[C@@H](CN(C)C)O3)c1,0.7
O=C(Nc1ccc(F)cc1)N[C@@H]1C=C[C@H](CC(=O)N2CCCCC2)O[C@H]1CO,-2.3
CO[C@H]1CN(C)C(=O)c2cc(C#N)ccc2OCC[C@@H]2CC[C@@H](OC)[C@H](CN(C)C(=O)[C@H]1C)O2,0.5
O=C(CCN1CCCCC1)NCC[C@H]1CC[C@@H](NC(=O)C2CCC2)[C@@H](CO)O1,-0.9
C[C@@H]1CN([C@@H](C)CO)C(=O)c2cc(C#CC3CC3)cnc2O[C@H]1CN(C)C(=O)c1ccccc1,-0.6

# The list goes on:
SMILES,TcdB GH inh
N#C[C@@H]1[C@H](c2ccccc2)[C@H](CO)N1C(=O)C1CCCC1,0.4
COc1ccccc1C#Cc1ccc([C@@H]2[C@@H](C#N)N(C(=O)C3CC3)[C@H]2CO)cc1,1.1
C[C@@H]1CCCCO[C@H](CN(C)S(=O)(=O)c2ccc(F)cc2)[C@@H](C)CN([C@@H](C)CO)C(=O)c2cc(NC(=O)Nc3cccc4ccccc34)ccc2O1,0.0
C[C@@H]1CN([C@@H](C)CO)C(=O)c2cc(C#CC3CCCC3)cnc2O[C@H]1CN(C)Cc1ccncc1,0.2
CC(C)CC#Cc1ccc2c(c1)O[C@H](CN(C)C(=O)Cc1ccccc1)[C@@H](C)CN([C@@H](C)CO)S2(=O)=O,-1.4
COc1ccc(-c2cn(CC[C@@H]3CC[C@@H](NS(=O)(=O)c4ccccc4C)[C@H](CO)O3)nn2)cc1,0.4
CO[C@@H]1CN(C)C(=O)c2cc(NC(=O)C3CC3)ccc2OC[C@@H](C)N(Cc2nccs2)C[C@H]1C,1.2
COc1ccc2c3c([nH]c2c1)[C@@H](CO)N(C(=O)Nc1ccc(F)cc1)CC31CN(C(=O)c2ccccn2)C1,0.6
COc1ccc2c3c(n(C)c2c1)[C@H](CO)N(Cc1cccc(Cl)c1)CC31CCN(C(C)=O)CC1,-1.3
CCCNC(=O)N1C[C@@H](O)COC[C@H]2O[C@H](CC(=O)N3CCN(C)CC3)CC[C@@H]21,-1.0
C[C@@H]1CN([C@H](C)CO)C(=O)c2cc(NS(=O)(=O)c3cccs3)ccc2O[C@@H]1CN(C)Cc1ccc2c(c1)OCO2,-0.2
O=C(NCC1CC1)[C@H]1[C@H](CO)[C@H]2Cn3c(ccc(C4=CCCCC4)c3=O)[C@@H]1N2,0.9
N#C[C@@H]1[C@H](c2ccccc2)[C@H](CO)N1C(=O)c1ccc2c(c1)OCO2,0.9
O=C(C[C@@H]1CC[C@H]2[C@@H](COC[C@@H](O)CN2Cc2ccccc2)O1)NCCc1ccccc1,0.2
C[C@@H]1CCCCO[C@@H](CN(C)C(=O)Nc2ccccc2)[C@@H](C)CN([C@H](C)CO)C(=O)c2cc(NS(=O)(=O)c3cn(C)cn3)ccc2O1,0.5
O=C(C[C@H]1CC[C@H](NS(=O)(=O)c2ccccc2)[C@H](CO)O1)NCc1ccc(Cl)c(Cl)c1,-0.2
CCC(=O)Nc1ccc2c(c1)C(=O)N(C)C[C@@H](OC)[C@@H](C)CN[C@@H](C)CO2,-0.3
COc1ccccc1NC(=O)N1CC[C@H]2[C@@H]1c1cc(-c3ccc(F)cc3)ccc1N(C)[C@H]2CO,1.8
C[C@H](CO)N1C[C@H](C)[C@H](CN(C)Cc2ccncc2)Oc2ccc(NC(=O)CCCN(C)C)cc2C1=O,-0.6
CCCC(=O)Nc1ccc2c(c1)C(=O)N(C)C[C@@H](OC)[C@H](C)CN(Cc1cccc(F)c1)[C@@H](C)CO2,-0.9
C[C@@H]1CN([C@H](C)CO)C(=O)c2cccc(NC(=O)C3CCOCC3)c2O[C@@H]1CN(C)C(=O)Nc1ccc(C(F)(F)F)cc1,0.9
NCC[C@H]1CC[C@H](NC(=O)C2CCCCC2)[C@@H](CO)O1,0.7
CC(C)NC(=O)Nc1ccc2c(c1)CC(=O)N([C@@H](C)CO)C[C@H](C)[C@@H](CN(C)S(=O)(=O)c1cn(C)cn1)O2,0.5
COc1ccc2c3c(n(C)c2c1)[C@@H](CO)N(C)CC31CN(C(=O)c2ccc3c(c2)OCO3)C1,-0.2
COc1ccc(-c2cnc3c(c2)C(=O)N([C@H](C)CO)C[C@H](C)[C@H](CN(C)Cc2ccccc2)O3)cc1,1.2&0.4
C[C@@H]1CN([C@@H](C)CO)C(=O)c2cc(NS(C)(=O)=O)ccc2O[C@@H](C)CCCCO[C@@H]1CN(C)C(=O)Nc1ccc(C(F)(F)F)cc1,-0.3
OC[C@H]1CC[C@@H]2O[C@H](CCc3ccc(C#Cc4ccccc4)cc3)[C@@H](n3cc(-c4ccccc4)nn3)C[C@@H]2O1,-1.1
COc1ccccc1CNC(=O)C[C@H]1CC[C@H]2[C@@H](COC[C@H](O)CN2Cc2ccccc2)O1,-0.7
COCC(=O)N1CCCCN2[C@H](CO)[C@H](c3ccc(-c4ccccc4)cc3)[C@H]2C1,-0.1
C[C@H](CO)N1C[C@H](C)[C@@H](CN(C)Cc2ccccc2)Oc2ccc(NC(=O)NC3CCCCC3)cc2C1=O,0.6
CCCNC(=O)N(C)C[C@H]1Oc2ncc(C3=CCCCC3)cc2C(=O)N([C@H](C)CO)C[C@H]1C,0.8
O=C(c1ccc2c(c1)OCO2)N1CC(=O)N2[C@H](CO)[C@@H](c3ccc(C#CC4CCCC4)cc3)[C@H]2C1,-1.3
O=C(O)C[C@@H]1C[C@H]2c3cc(NC(=O)C4CCC4)ccc3O[C@H]2[C@H](CO)O1,0.4
C[C@H](CO)N1C[C@H](C)[C@H](CN(C)S(=O)(=O)c2ccc(F)cc2)OCc2ccccc2-c2ccccc2C1=O,-0.2
CCCNC(=O)N1CC2(CCN(CC3CCCCC3)CC2)c2c([nH]c3cc(OC)ccc23)[C@H]1CO,0.6
C[C@H]1CN([C@@H](C)CO)C(=O)c2cc(NC(=O)CCCCCC(=O)Nc3ccccc3N)ccc2O[C@H]1CN(C)C,-0.6
Cc1ccc(S(=O)(=O)N(C)C[C@H]2Oc3ccc(NC(=O)Cc4cn(C)c5ccccc45)cc3CC(=O)N([C@@H](C)CO)C[C@@H]2C)cc1,0.0
COc1ccc2c3c(n(C)c2c1)[C@@H](CO)N(C(=O)c1ccccc1)CC31CN(C(C)=O)C1,1.2
CN1c2ccc(-c3ccc(C#N)cc3)cc2[C@@H]2[C@@H](CCN2S(=O)(=O)c2cccc(F)c2)[C@@H]1CO,0.0
Cc1ccc(S(=O)(=O)NCC[C@@H]2CC[C@H](NC(=O)CC3CC3)[C@@H](CO)O2)cc1,-0.7
O=C(C[C@@H]1CC[C@@H](NC(=O)c2ccccc2)[C@H](CO)O1)Nc1ccc(-c2ccccc2)cc1,0.1
COc1ccc2c3c([nH]c2c1)[C@@H](CO)N(S(C)(=O)=O)CC31CCN(C(=O)Cc2cccnc2)CC1,-0.5
COc1ccc(-c2cnc3c(c2)C(=O)N([C@H](C)CO)C[C@@H](C)[C@H](CN(C)C(=O)Cc2ccccn2)O3)cc1,0.0
COc1cc(CN2CC3(CCN(S(=O)(=O)c4cccs4)CC3)c3c(n(C)c4cc(OC)ccc34)[C@@H]2CO)cc(OC)c1,-0.1
CN(C)CC(=O)Nc1ccc2c(c1)[C@@H]1C[C@H](CC(=O)N3CCCCC3)O[C@@H](CO)[C@@H]1O2,0.2
CC(=O)CC(=O)N1C(=O)N(C)[C@@]2(C)Oc3ccccc3[C@@H]1[C@H]2COC(=O)c1ccc([N+](=O)[O-])cc1,0.3
C[C@@H]1CN([C@H](C)CO)C(=O)Cc2cc(NC(=O)Nc3ccc4c(c3)OCO4)ccc2O[C@@H]1CN(C)Cc1ccc(-c2ccccc2)cc1,0.2
COc1ccc(-c2ccc3c(c2)[C@@H]2[C@@H](CCN2C(=O)c2cccc(F)c2)[C@H](CO)N3C)cc1,-0.9
CC(C)NC(=O)N(C)C[C@H]1OCCCC[C@@H](C)Oc2ccc(NC(=O)Nc3cccc4ccccc34)cc2C(=O)N([C@@H](C)CO)C[C@H]1C,-14
CO[C@H]1CN(C)C(=O)c2cc(NC(=O)c3nc4ccccc4s3)ccc2OC[C@H](C)N(Cc2cncnc2)C[C@H]1C,-0.4
C/C=C/c1ccc2c(c1)O[C@H](CN(C)C(=O)Cc1ccccc1)[C@@H](C)CN([C@H](C)CO)S2(=O)=O,0.3
Cc1ccccc1S(=O)(=O)NCC[C@@H]1CC[C@H](NC(=O)C2CCOCC2)[C@@H](CO)O1,-3.7
C[C@@H]1CN([C@@H](C)CO)C(=O)Cc2cc(NS(=O)(=O)c3cccs3)ccc2O[C@@H]1CN(C)Cc1ccc(Oc2ccccc2)cc1,-0.8
COc1ccc(S(=O)(=O)N(C)C[C@@H]2OCCCC[C@@H](C)Oc3ccc(NC(=O)CCC(F)(F)F)cc3C(=O)N([C@@H](C)CO)C[C@@H]2C)cc1,-3.3
O=C(Cc1ccccc1)N1CC2(C1)[C@@H](c1ccccc1)[C@H](CO)N2S(=O)(=O)Cc1ccccc1,-3.0
C[C@H](CO)N1C[C@H](C)[C@@H](CN(C)Cc2ccc(Cl)c(Cl)c2)OCCCC[C@H](C)Oc2ccc(NC(=O)Nc3ccccc3)cc2C1=O,-0.7
COc1ccc(NC(=O)N[C@@H]2CC[C@@H](CCNC(=O)CCN3CCCCC3)O[C@H]2CO)cc1,0.4
Cc1ccc(S(=O)(=O)N(C)C[C@@H]2Oc3ccc(NC(=O)Cn4cnnn4)cc3CC(=O)N([C@@H](C)CO)C[C@@H]2C)cc1,1.7
O=C(C[C@H]1CC[C@@H](NC(=O)Nc2cc(F)ccc2F)[C@H](CO)O1)NCc1ccncn1,-0.3
COc1ccccc1NC(=O)N[C@@H]1CC[C@@H](CCn2cc(C3(O)CCCC3)nn2)O[C@H]1CO,1.5

# (listing goes on)
SMILES,TcdB GH inh
Cc1ccc(S(=O)(=O)N(C)C[C@@H]2Oc3ccc(NC(=O)Nc4ccccc4)cc3CC(=O)N([C@H](C)CO)C[C@@H]2C)cc1,0.0
O=C1N[C@@H](Cc2ccccc2)C(=O)N2[C@@H]1C[C@@H](C(=O)NCc1ccc(F)cc1)[C@H]2c1ccc(O)cc1,0.9
CC1=C([C@H](O)CCc2ccccc2)[C@H](CO)n2c(=O)n(-c3ccccc3)c(=O)n2C1,-3.3
CC(=O)N(C)C[C@@H]1Oc2cc(C#CCC(C)C)ccc2S(=O)(=O)N([C@H](C)CO)C[C@H]1C,-1.2
CCC(=O)N1C[C@@H](C)[C@@H](OC)CN(C)C(=O)c2ccc(NC(=O)NC(C)C)cc2OC[C@@H]1C,-0.7
OC[C@H]1Nc2ccc(-c3cccc(F)c3)cc2[C@H]2[C@@H]1CCN2Cc1ccc(F)cc1,-0.2
C[C@@H]1CN([C@@H](C)CO)C(=O)c2cc(C3=CCCC3)cnc2O[C@@H]1CN(C)Cc1ccccc1C(=O)O,-0.9
COc1ccc(S(=O)(=O)Nc2cccc3c2O[C@@H](CN(C)Cc2ccccc2)[C@H](C)CN([C@@H](C)CO)C3=O)cc1,-2.8
CC=Cc1ccc2n(c1=O)C[C@H]1[C@H](CO)[C@@H](C(=O)NCC3CC3)[C@@H]2N1CC1CCOCC1 (mixture of isomers),0.2

# High-throughput results (PubChem)
